# RmlCD inh 1536 – blocks M. tuberculosis RmlC and RmlD coupled enzymes. RmlC+RmlD coupled enzyme assay, percent inhibition; primary screen in compound mixtures. inhibition, % at 3.6 µM. 0.03% of 160,000 active. AID 1533; in the data active means inhibition mostly above about 34%, no sharp cut-off; further: some results filed as inactive read as strong as hits
# Target sequence (P9WH09 whole entry, looked up): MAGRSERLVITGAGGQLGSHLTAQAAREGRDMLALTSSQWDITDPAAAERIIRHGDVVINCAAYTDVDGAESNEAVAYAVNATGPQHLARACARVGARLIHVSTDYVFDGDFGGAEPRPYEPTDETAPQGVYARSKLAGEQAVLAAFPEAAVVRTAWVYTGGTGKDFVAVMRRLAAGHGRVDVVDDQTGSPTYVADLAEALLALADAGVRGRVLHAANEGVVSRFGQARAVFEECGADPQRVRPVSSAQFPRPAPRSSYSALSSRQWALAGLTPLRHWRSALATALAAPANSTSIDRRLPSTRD
# Target sequence (P9WH11 whole entry, looked up): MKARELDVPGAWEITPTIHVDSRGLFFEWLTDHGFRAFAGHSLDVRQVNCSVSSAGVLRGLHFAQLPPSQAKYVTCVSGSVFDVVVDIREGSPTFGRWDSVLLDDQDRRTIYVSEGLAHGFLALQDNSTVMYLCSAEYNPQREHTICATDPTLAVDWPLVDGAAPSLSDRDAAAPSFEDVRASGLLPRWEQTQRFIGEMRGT
# M. tuberculosis GlmU – inhibition of mycobacterial GlmU enzyme – biochemical, glucosamine-1-phosphate acetyltransferase (AID 1376); M. tuberculosis GlmU acetyltransferase enzyme assay; higher % means a stronger effect; inhibition, %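 (tested at 30 µM in the primary screen)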; hits with a dose series show IC50 in µM; 0.25% of 220,000 active; in the data active means inhibition above about 13%;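 further: 0% = complete reaction with vehicle and 100% = reaction without substrate; strong numbers were not always called active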
# Starred values were filed as active, the others as inactive; . = not tested or not shown. This is a subset (hit frequency here may not be typical).
SMILES,RmlCD inh 1536,M. tuberculosis GlmU
COc1cccc(OC)c1C(=O)N1CCN(Cc2ccccc2C)CC1,30,4.0%
O=C(NNC(=S)NCc1ccc(Cl)cc1)c1ccc(Br)o1,-13,1.9%
Cc1cc(NC(=O)/C=C/c2ccc(F)cc2)n(-c2nc3ccccc3[nH]2)n1,.,-4.0%
Cc1c([N+](=O)[O-])cc(C(=O)N2CCOCC2)cc1[N+](=O)[O-],14,-0.8%
CC(=O)Oc1ccccc1C1OC(=O)c2ccccc2N1C(C)=O (stereo not given),.,-5.2%
O=C(Nc1ccc(F)cc1F)NC1CCN(Cc2c(F)cccc2Cl)CC1,17,-2.2%
Cc1sc2c(c1C)c(=O)nc1scc(CC(=O)O)n12,9,0.6%
CN(C)C(CNC(=O)CNC(=O)c1ccc(Br)cc1)c1ccccc1 (stereo not given),-17,-3.0%
COc1ccc(-n2c(SC)nc(O)cc2=O)cc1,-12,-2.3%
O=c1cc(CSc2nnc(COc3ccccc3)n2-c2ccccc2)c2ccccc2[nH]1,22,-0.9%
O=C(/C=C/c1ccccc1Cl)Nc1ccc(-c2nnc3n2CCCCC3)cc1,-3,-1.8%
O=c1c2[nH]c3ccc(F)cc3c2ncn1CCN1CCN(Cc2ccccc2)CC1,-3,0.7%
COc1ccc(C(=O)NCCN2C(=O)S/C(=C\c3cccnc3)C2=O)c(OC)c1OC,.,2.6%
O=C1NC(=O)N(c2cccc(F)c2)C(=O)/C1=C/c1ccc(N2CCOCC2)cc1,9,.
CCNS(=O)(=O)c1ccc(CCC(=O)NCc2ccccc2)cc1,-12,-0.6%
CN(C)c1ccc(/C=N/N2CCN(c3ccccn3)CC2)cc1,-8,-0.5%
Cc1ccc(C[n+]2cccc(-c3ccccc3)c2)c(C)c1,-50,-2.5%
COc1cc(CN2C(=O)C(NC(=O)c3ccco3)(C(F)(F)F)C3=C2CC(C)(C)CC3=O)cc(OC)c1 (stereo not given),11,-0.3%
CSCCC(NS(=O)(=O)c1ccc(Cl)cc1)C(=O)OCC(=O)N1CCCc2ccccc21 (stereo not given),9,-2.0%
CCOc1ccc(C(F)(F)F)cc1NC(=O)COc1ccc(C(F)(F)F)cc1[N+](=O)[O-],-5,1.6%
Cc1cc(C(=O)COC(=O)c2ccc(N)c([N+](=O)[O-])c2)c(C)n1Cc1ccc2c(c1)OCO2,.,-6.0%
CCCn1c(NC(=O)c2cccc(C)c2C)nc2ccccc21,.,-0.6%
O=C1CSc2ccc(C(=O)O)cc2N1,0,0.7%
O=P(O)(O)c1cc(-c2ccccc2)oc1-c1ccccc1,-11,1.5%
O=C(CN1C(=O)NC2(CCCCCC2)C1=O)NC1CC1,-10,-5.4%

# An excerpt of these results, as labelled records:
COc1ccc(C(=O)NCCN2C(=O)S/C(=C\c3cccnc3)C2=O)c(OC)c1OC
  RmlCD inh 1536 = .; M. tuberculosis GlmU = 2.6%
O=C1NC(=O)N(c2cccc(F)c2)C(=O)/C1=C/c1ccc(N2CCOCC2)cc1
  RmlCD inh 1536 = 9; M. tuberculosis GlmU = .
CCNS(=O)(=O)c1ccc(CCC(=O)NCc2ccccc2)cc1
  RmlCD inh 1536 = -12; M. tuberculosis GlmU = -0.6%
CN(C)c1ccc(/C=N/N2CCN(c3ccccn3)CC2)cc1
  RmlCD inh 1536 = -8; M. tuberculosis GlmU = -0.5%

# Further results:
SMILES,RmlCD inh 1536,M. tuberculosis GlmU
CCN(CC)c1ccc(C(=O)OCC(=O)N(C)Cc2ccccc2)cc1,-4,-3.5%
Cc1ccc(NC(=O)c2ccc3c(c2)OCCO3)cc1,4,-3.9%
N=C1c2ccccc2CN1NC(=O)c1cccc(S(=O)(=O)N2CCCCC2)c1,.,-4.5%
C/C(=N\O)c1ncc(C(F)(F)F)cc1Cl,7,0.4%
Cc1cc(C)c(N2C(=NC(=O)CCCC(=O)O)SC3CS(=O)(=O)CC32)c(C)c1 (stereo not given),-3,-5.1%
COC(=O)c1ccc(NC(=O)C(C)Oc2ccccc2)cc1 (stereo not given),.,0.2%
CCOC(=O)c1c(CC(C)C)csc1NC(=O)COC(=O)c1cc(OC)c(OC)cc1[N+](=O)[O-],8,1.9%
N#CC1=C(S)N(c2ccccc2)C2(CCCCC2)NC1=O,-2,0.1%
Cc1ccc(C(C)C)c(O)c1,.,-0.4%
Cc1ccccc1NCC(=O)c1ccc(Br)cc1,.,-2.3%
O=C(NC1CCCCCC1)c1cc2n(n1)C(C(F)(F)F)CC(c1ccco1)N2 (stereo not given),.,3.5%
S=C(NCC1CCCO1)N1CCN(c2ccccc2)CC1 (stereo not given),7,-3.4%
c1ccc(-n2ncc3c(NC4CCCCCC4)ncnc32)cc1,.,-0.6%
CSCCC(NS(=O)(=O)c1ccc(Cl)cc1)C(=O)OCC(=O)NC1CCCCC1 (stereo not given),-11,-7.8%
COc1ccccc1N1CCN(C(=O)C(C)N(c2ccccc2)S(C)(=O)=O)CC1 (stereo not given),-10,2.9%
Cc1nccn1-c1c2c(c(C#N)c3nc4ccccc4n13)CCC2,.,3.9%
O=C(NC1CCCCCCC1)NC1CCCCC1,-3,-1.9%
O=C1C(=O)N(CC2CCCO2)C(c2ccccc2[N+](=O)[O-])/C1=C(/O)c1ccccc1 (stereo not given),-14,-1.9%
CCOC(=O)C1C(=O)NC(c2ccccc2)=NC1c1ccc(F)cc1 (stereo not given),40,5.0%
CCc1nc2ccccc2c(C(=O)OCC(=O)NCc2ccc3c(c2)OCO3)c1C,.,-2.6%
C/C(=N\NC(=O)C(=O)Nc1c(C)n(C)n(-c2ccccc2)c1=O)c1ccncc1,-11,4.1%
COc1ccc(C2/C(=C(/O)c3ccccc3)C(=O)C(=O)N2c2ccccn2)cc1OC (stereo not given),.,-1.8%
CCOCC(=O)Nc1ccc(OCc2ccccc2)cc1,-19,0.6%
CCOc1ccc(S(=O)(=O)N(C)c2ccc(OCC(=O)NCCc3ccc(OC)cc3)cc2)cc1,.,5.0%
O=C(Cc1cccs1)Nc1ccc(S(=O)(=O)Nc2ncccn2)cc1,1,4.2%
# Carrying on:
SMILES,RmlCD inh 1536,M. tuberculosis GlmU
CC(C)(C)C(=O)/C(=C/c1ccncc1)n1cncn1,11,0.4%
COc1ccc(/C=C/C(=O)N2c3ccccc3Sc3ccc(C(F)(F)F)cc32)cc1,-5,0.9%
COc1ccc(S(=O)(=O)Nc2ccc(S(=O)(=O)Nc3ccc(F)cc3)cc2)cc1C,.,2.2%
O=C(Nc1nccs1)C(NS(=O)(=O)c1ccc(Br)s1)c1ccccc1 (stereo not given),7,0.1%
O=C(Cc1ccc(-n2c(=O)[nH]c3ccsc3c2=O)cc1)N1CCN(c2ccc(Cl)cc2)CC1,-9,4.9%
COc1ccc(C(=O)NCc2cccnc2)cc1Br,-1,-0.4%
CCOc1ccccc1N1CCN(CC(=O)Nc2cc(C)on2)CC1,-2,-1.9%
CCCN(C(=O)c1cn(CC)c2nc(C)ccc2c1=O)c1c(N)n(Cc2ccccc2)c(=O)[nH]c1=O,-9,-7.8%
c1csc(Cn2nnnc2CN2CCN(c3nc4ccccc4s3)CC2)c1,.,-2.2%
COCCNC(=O)C(c1ccc(C)o1)N(C(=O)c1snc(C(N)=O)c1N)c1cccc(C)c1 (stereo not given),-7,1.1%
Cn1c(=O)c2c(-c3cccc(F)c3)c3c(nc2n(C)c1=O)-c1ccccc1C3O (stereo not given),.,3.0%
CN(Cc1ccccc1)c1ncnc2ccc(Br)cc12,.,-2.9%
C=CCn1c(CSc2nc3ccccc3s2)nnc1SCC(=O)NCCN1CCOCC1,43,7.5%
NC(=O)c1sc2nc3c(c(-c4ccco4)c2c1N)CCCC3,.,2.2%
NC1=C([N+](=O)[O-])C(c2ccccc2)C2=C(CCCC2=O)O1 (stereo not given),.,2.7%
CN(C(=O)CSC1=NCCS1)c1ccccc1,-4,-1.7%
COCCNC(=O)c1cc2c(=O)n(C)c3ccccc3c2n1C,1,3.0%
COc1ccc(Cl)cc1C(=O)NCCN(C)C,.,-3.5%
CC(=O)c1cccc(CN2CCCC(CCC(=O)NCc3ccccc3F)C2)c1 (stereo not given),-12,0.7%
Nc1nc(Nc2ccc(Cl)cc2Cl)nc(C(F)(F)F)n1,.,-1.2%
Cn1cc(C(=O)Nc2ccc(F)c(Cl)c2)cn1,-9,-2.9%
COc1ccccc1P(=O)(c1ccccc1)c1ccccc1NC(C)=O (stereo not given),41,1.4%
Cn1nnnc1SCC(=O)NCCCc1ccccc1,-7,-7.2%
C=CCn1c(SC)nnc1C1COc2ccccc2O1 (stereo not given),-2,-3.1%
O=C(NC1CCN(C(=S)NCc2ccco2)CC1)c1cccc(F)c1,-8,-2.0%
# Continued.
SMILES,RmlCD inh 1536,M. tuberculosis GlmU
CCOC(=O)C(C(C)=O)C(c1ccc(OCCC(C)C)cc1)C(C(C)=O)C(=O)OCC (stereo not given),.,-4.4%
COc1ccc(S(=O)(=O)N2CCCC(C(=O)NCCC3=CCCCC3)C2)cc1 (stereo not given),-10,-0.7%
COc1ccc(S(=O)(=O)N2CC3C4C=CC(C4)C3C2)cc1 (stereo not given),.,-6.8%
Cc1c(NC(=O)C(C)OC(=O)c2sc3ccccc3c2Cl)c(=O)n(-c2ccccc2)n1C (stereo not given),15,-5.2%
COc1ccc2[nH]cc(C(O)CN3CCN(c4ccccc4F)CC3)c2c1 (stereo not given),7,-0.6%
CC(C)n1c(NCCO)nc2ccccc21,10,0.0%
CCCCn1c(O)c(C(C)=NCCc2ccccc2)c(=O)[nH]c1=O,.,-0.4%
O=C(CCC1COc2ccccc2O1)NCc1ccco1 (stereo not given),9,0.4%
Cc1ccccc1N1C(=O)c2sc3nc4c(c(=O)n3c2C1=O)CCC4,.,4.8%
CC1CC(C)CN(CCCNC(=O)CCNC(=O)Cn2ccc3ccccc3c2=O)C1 (stereo not given),.,2.2%
CCOc1ccc2c(c1)OC(c1ccc(OC)cc1)(C(F)(F)F)NC2=O (stereo not given),31,-0.5%
COC(=O)CNC(=O)CSc1ccccn1,-1,2.4%
CCOc1ccc(NC(=O)CSc2ncn[nH]2)c([N+](=O)[O-])c1,-1,4.3%
Cc1ccc(C(=O)c2ccc([N+](=O)[O-])cc2)cc1C,-2,-4.4%
CC(C)COc1ccc(C2(C#N)CC[N+](C)(C)CC2)cc1,.,-2.0%
CNCCc1nc(N)n[nH]1,.,2.7%
Cc1cccc(S(=O)(=O)Nc2ccc(C)c3c2OC(C)(C)C3)c1,.,-2.4%
Cc1nc(SCC(=O)Nc2cc(C)on2)c2c(C)c(C)sc2n1,10,3.6%
O=C(Nc1ccc(S(=O)(=O)NC2=NCCCCC2)cc1)c1ccc(=O)[nH]c1,3,-3.5%
FC(F)(F)c1cccc(NC(=S)Nc2cccc(Cl)c2)c1,7,-0.5%
CC1=CCC(C(=O)O)(C(=O)N/N=C/c2cccs2)C(c2ccc(Cl)cc2)C1 (stereo not given),3,-4.3%
O=C(CN1C(=O)C(=O)N(C2CCCC2)C1=O)Nc1ccc(N2CCOCC2)cc1,-11,1.0%
Cc1ccc(C)c(S(=O)(=O)Nc2nc3ccc(S(N)(=O)=O)cc3s2)c1,2,5.9%
COc1ccc(CCC(=O)N2CCc3ccccc32)cc1,14,-1.2%
COc1ccc([N+](=O)[O-])cc1N(CC(=O)N1CCCC1)S(C)(=O)=O,-6,-0.5%

# Some of these compounds in order of molecular weight, smallest number first.
SMILES,RmlCD inh 1536,M. tuberculosis GlmU
COc1ccc([N+](=O)[O-])cc1N(CC(=O)N1CCCC1)S(C)(=O)=O,-6,-0.5%
O=C(CN1C(=O)C(=O)N(C2CCCC2)C1=O)Nc1ccc(N2CCOCC2)cc1,-11,1.0%
CCOC(=O)C(C(C)=O)C(c1ccc(OCCC(C)C)cc1)C(C(C)=O)C(=O)OCC (stereo not given),.,-4.4%
Cc1c(NC(=O)C(C)OC(=O)c2sc3ccccc3c2Cl)c(=O)n(-c2ccccc2)n1C (stereo not given),15,-5.2%

# (list continues)
SMILES,RmlCD inh 1536,M. tuberculosis GlmU
CC(C(=O)Nc1ccc(F)c(F)c1F)N1CCCCCC1 (stereo not given),-2,.
CC12c3ccccc3C(c3ccccc31)C1C(=O)N(c3cccnc3)C(=O)C12 (stereo not given),.,0.8%
O=[N+]([O-])c1ccc(N2CCNCC2)cc1Sc1ccccn1,-9,-5.7%
COc1ccc(-c2nc(CNS(=O)(=O)c3cc(OC)ccc3OC)cs2)cc1,11,-2.8%
CN(C)c1ccc(Sc2nnc(NC(=O)Nc3ccc(Cl)cc3Cl)s2)cc1,9,-6.0%
CC(C)(C)NC(=S)NNC(=O)c1ccccc1Cl,9,0.3%
O=C(Cn1nnc(-c2ccccc2F)n1)Nc1ccc(S(=O)(=O)NC2CCCC2)cc1,-6,-2.7%
COC(=O)CSc1snnc1-c1ccc(F)cc1,1,-0.6%
C=CCn1c(=O)[nH]c2cc(C(=O)N3CCN(c4ccc(C(C)=O)cc4)CC3)ccc2c1=O,0,.
COc1ccc(NC(=O)C23CC4CC(C2)CC(n2cnc(Br)n2)(C4)C3)cc1Cl,-8,.
Cc1ccc(S(=O)(=O)N2CCOCC2)cc1NC(=O)c1cc(-c2ccccn2)nc2ccccc12,5,2.5%
Nc1nc(-c2ccc(Cl)cc2)nn1C(=O)c1ccco1,-2,1.2%
O=C(NCCNCc1ccc(F)cc1)c1ccco1,.,2.6%

# In the list so far, these contain a COOH group:
SMILES,RmlCD inh 1536,M. tuberculosis GlmU
Cc1sc2c(c1C)c(=O)nc1scc(CC(=O)O)n12,9,0.6%
O=C1CSc2ccc(C(=O)O)cc2N1,0,0.7%
Cc1cc(C)c(N2C(=NC(=O)CCCC(=O)O)SC3CS(=O)(=O)CC32)c(C)c1 (stereo not given),-3,-5.1%
CC1=CCC(C(=O)O)(C(=O)N/N=C/c2cccs2)C(c2ccc(Cl)cc2)C1 (stereo not given),3,-4.3%
